# From PubChem
# POLB inh: blocks human DNA polymerase beta activity; actives 1.3% (n = 340,000); Potency, µM (top dose mostly 114 µM), for inactives: at the highest dose activity change, negative = inhibition, most hits filed as inhibitors; AID 485314; Pol beta primer extension/strand displacement, fluorescence kinetic; further: potency means the concentration at half of the fitted maximal effect; on the % scale 0 is the no-effect control and ±100 the full control effect
#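 Preincubation: enzyme (10 nM) with compound, 15 min, RT. Reaction: substrate added to 50 nM final. Reads: 0 and 10 min. Analysis: normalized, Hill fit.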
# GRP78 ERSR act: ER stress response induction in glioma. U87-MG GRP78 promoter luciferase reporter, 16 h. Potency, µM, for inactives: at the top dose activation, hits mostly activators. actives 0.02% (n = 420,000); further: potency means the concentration at half of the fitted maximal effect; series mostly up to about 76 µM; % of control where 0% means no effect; nearly all actives have a fitted effect of over 35% in size
#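 Stably transfected U87-MG human glioma cells carrying a GRP78-based luminescent sensor were seeded at 1000 cells/well, pin-dosed with compounds and incubated 16 h. Luciferase reagent was then added, and end-point luminescence was read after 10 min at room temperature.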
# LDHA block: LDHA (human) enzyme inhibition; P00338; purified LDHA, NADH/diaphorase-resazurin fluorescence; stronger effect = lower value; activity change, % (values are at about 110 or 230 µM); actives 0.15% (n = 480,000); in the data active means activity change below about -30%; inconclusive means mostly about -25% to -30%;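 further: plate controls were DMSO wells for no effect and wells without enzyme for full effect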
#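 Enzyme activity of human lactate dehydrogenase 5 (2 nM; 0.06 mM NADH, 0.2 mM pyruvate, 5 min, RT) is measured via a resazurin/diaphorase fluorescence readout of residual NADH.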
# Pol eta inh: inhibitors of human DNA polymerase eta; Potency, µM (highest dose often 114 µM), for the others: top-dose activity change, negative = inhibition, actives largely listed as inhibitors; Q9Y253; recombinant Pol eta, fluorescent DNA replication assay; actives 1.2% (n = 390,000); further: potency means the concentration at half of the fitted maximal effect; on the % scale 0 is the no-effect control and ±100 the full control effect
#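 Pol eta (10 nM) was preincubated with compounds for 15 min at room temperature, after which fluorescent replication substrate (50 nM final) was added to start the reaction. Fluorescence was read kinetically at 0 and 10 min.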
# BLM helicase inh: inhibitors of human Bloom syndrome helicase BLM. actives 0.2% (n = 350,000). P54132. recombinant BLM DNA unwinding, fluorescence dequenching. Potency, µM (doses to about 56.1 µM), for the others: top-dose activity change, negative = inhibition, usual class: inhibitors. AID 2528;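 further: potency means the concentration at half of the fitted maximal effect; plate controls were vehicle for no effect and no enzyme for full effect; nearly all actives have a fitted effect of over 35% in size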
# Apoferritin bind: binds horse apoferritin like a general anesthetic; P02791; apoferritin/1-aminoanthracene competitive binding, fluorescence; Potency, µM (highest dose often 77.5 µM), for the others: at the highest dose activity change, negative = displacement, usual class: inhibitors; actives 0.074% (n = 350,000); AID 485281; further: potency means the concentration at half of the fitted maximal effect; on the % scale 0 is the no-effect control and ±100 the full control effect; nearly all actives have a fitted effect of over 20% in size
# Target sequence (P02791 2-175 limits assumed): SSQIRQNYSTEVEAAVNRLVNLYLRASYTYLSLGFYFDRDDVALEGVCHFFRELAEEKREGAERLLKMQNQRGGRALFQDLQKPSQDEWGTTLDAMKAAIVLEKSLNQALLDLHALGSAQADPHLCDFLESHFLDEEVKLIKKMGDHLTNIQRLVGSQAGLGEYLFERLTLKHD
#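 Concentration-response curves derived by four-parameter Hill fitting of normalized fluorescence, where compounds displaced 1-AMA from 10 uM horse apoferritin following a brief 10 min room-temperature incubation; propofol titration acted as positive control.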
# POLI inh: blocks human DNA polymerase iota activity. Potency, µM (highest dose often 115 µM), without a hit: at the highest dose activity, negative = inhibition, actives largely listed as inhibitors. Pol iota fluorescent replication assay, 10 min. actives 1% (n = 390,000). AID 588590. Q9UNA4; further: potency means the concentration at half of the fitted maximal effect
# Target sequence (Q9UNA4 whole entry, looked up): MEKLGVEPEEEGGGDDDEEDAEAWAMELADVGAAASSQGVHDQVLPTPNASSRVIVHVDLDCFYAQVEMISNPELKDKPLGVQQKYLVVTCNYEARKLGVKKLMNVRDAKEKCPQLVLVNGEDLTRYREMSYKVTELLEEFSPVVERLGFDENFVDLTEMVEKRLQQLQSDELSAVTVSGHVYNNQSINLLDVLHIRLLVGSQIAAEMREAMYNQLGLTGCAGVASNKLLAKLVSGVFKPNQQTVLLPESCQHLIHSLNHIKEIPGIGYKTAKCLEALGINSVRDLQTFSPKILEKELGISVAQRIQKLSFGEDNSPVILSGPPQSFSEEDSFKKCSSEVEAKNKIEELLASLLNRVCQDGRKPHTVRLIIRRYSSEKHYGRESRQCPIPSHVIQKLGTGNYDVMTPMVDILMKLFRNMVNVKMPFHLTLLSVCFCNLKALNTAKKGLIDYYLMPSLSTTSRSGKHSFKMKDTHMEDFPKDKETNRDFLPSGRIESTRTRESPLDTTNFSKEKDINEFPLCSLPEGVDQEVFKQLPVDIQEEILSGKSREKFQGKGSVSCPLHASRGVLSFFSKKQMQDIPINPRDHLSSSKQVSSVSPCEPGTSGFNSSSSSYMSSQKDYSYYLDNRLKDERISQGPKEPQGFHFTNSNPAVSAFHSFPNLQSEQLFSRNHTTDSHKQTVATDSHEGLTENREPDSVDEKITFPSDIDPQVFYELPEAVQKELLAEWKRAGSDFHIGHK
#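 Fluorescent replication assay read twice, at 0 min and 10 min after adding 50 nM (final) substrate. Enzyme (10 nM) and compounds were first incubated 15 min at room temperature; enzyme-free buffer wells were negative controls.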
# POLK inh: inhibitors of human DNA polymerase kappa; AID 588579; Potency, µM (titrated, usually from 107 µM), for inactives: at the highest dose activity, negative = inhibition, hits mostly inhibitors; purified Pol kappa, fluorescent DNA synthesis assay, 10 min; actives 0.53% (n = 400,000); further: potency means the concentration at half of the fitted maximal effect; on the % scale 0 is the no-effect control and ±100 the full control effect
#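 Kinetic fluorescence readout at 0 and 10 min followed reaction start with substrate at 50 nM final. Beforehand, enzyme (10 nM Pol kappa) stood 15 min with compound at room temperature; buffer-only wells were negative controls.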
# APEX1 inh: APE1 (human) endonuclease inhibition; P27695; recombinant APE1, TAMRA/BHQ-2 abasic DNA cleavage fluorescence; Potency, µM (titrated, usually from 65.8 µM), inactives show at the highest dose activity change, negative = inhibition, most hits filed as inhibitors; actives 0.35% (n = 350,000); AID 2517;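 further: potency means the concentration at half of the fitted maximal effect; plate controls were vehicle for no effect and reference inhibitor for full effect; nearly all actives have a fitted effect of over 55% in size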
#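 APE1 at 0.75 nM final was preincubated with compound 15 min at room temperature, then 50 nM double-stranded THF abasic-site substrate (5'-TAMRA/3'-BHQ-2) was added. Fluorescence (ex 525/em 598 nm) was read kinetically; third-minus-first read gave activity.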
# Numbers without * were called inactive; u = inconclusive; x = no result given; [ ] = another dose, or the depositor's remark. Unless noted, the call rests on the fitted dose curve; in most records, active means well fitted curve in the direction sought with a large enough effect; inconclusive means small, poorly fitted or top-dose-only effect, or another doubt; inactive means no such curve, though single readings can be large; an effect the other way counts as inactive or inconclusive.
# The line under a structure holds: POLK inh | APEX1 inh | POLB inh | Apoferritin bind | GRP78 ERSR act | LDHA block | Pol eta inh | POLI inh | BLM helicase inh
1) CCOC(=O)CC(NC(=O)C1c2ccccc2Oc2ccccc21)c1ccc(C)cc1 (stereo not given)
  -10.2% | -0.7% | 4.4% | 8.8% | -5.1% | -2.6 | -21.7% | 143.8%[activator] | -5.2%
2) Cc1ccc(CC(=O)CCc2ccccc2)cc1
  1.8% | 28.4% | x | x | -5.0% | 0.5 | -21.9% | 25.3% | x
3) Oc1ccccc1/C=N/NC1=NCCCCC1
  -4.4% | 16.8% | 49.2% | 55.2%[activator] | 2.1% | 3.3 | -6.6% | 11.5% | -2.2%
4) COc1ccccc1C1c2[nH]c3ccccc3c2CCN1Cc1ccc(NC(C)=O)s1 (stereo not given)
  7.6% | 2.1% | 1.0% | -8.5% | -1.7% | 1.5 | -14.8% | 15.9% | -5.8%
5) Cc1ccc(Cn2c(SC(C)C(N)=O)nc3ccccc3c2=O)cc1 (stereo not given)
  -3.0% | -2.7% | -13.7% | -12.8% | -1.3% | -1.6 | -7.6% | -18.4% | -3.1%
6) Cc1ccc2nc(NC(=O)c3cc(=O)c4cc(C)c(C)cc4o3)sc2c1
  2.5% | x | 30.0% | -5.4% | -4.9% | -6.4 | -10.6% | 26.2% | -3.4%
7) COCCCNC(=O)CC(NS(=O)(=O)c1ccc(Cl)cc1)c1ccco1 (stereo not given)
  -5.2% | 4.0% | 0.1% | -8.0% | 0.3% | -1.6 | -10.8% | 12.2% | 0.6%
8) O=C(OCc1csc(-c2ccccc2)n1)C1=NN(c2ccccc2)C(=O)CC1
  -2.4% | -1.5% | x | x | 0.3% | -1.2 | -15.1% | 5.4% | x
9) CN(C)c1ccc(C(CNS(=O)(=O)c2ccc([N+](=O)[O-])cc2)N2CCCC2)cc1 (stereo not given)
  -12.3% | -11.2% | x | x | -1.6% | 4.9 | -2.0% | 4.6% | x
10) O=C(CCNS(=O)(=O)c1ccccc1)OCC(=O)c1ccc(Cl)cc1
  -22.8% | 1.1% | x | x | -5.8% | -5.5 | -13.9% | 18.9% | x

# 3 entries from above, in transposed form:
2: Cc1ccc(CC(=O)CCc2ccccc2)cc1
3: Oc1ccccc1/C=N/NC1=NCCCCC1
4: COc1ccccc1C1c2[nH]c3ccccc3c2CCN1Cc1ccc(NC(C)=O)s1 (stereo not given)
assay / compound	2	3	4
POLK inh	1.8%	-4.4%	7.6%
APEX1 inh	28.4%	16.8%	2.1%
POLB inh	x	49.2%	1.0%
Apoferritin bind	x	55.2%[activator]	-8.5%
GRP78 ERSR act	-5.0%	2.1%	-1.7%
LDHA block	0.5	3.3	1.5
Pol eta inh	-21.9%	-6.6%	-14.8%
POLI inh	25.3%	11.5%	15.9%
BLM helicase inh	x	-2.2%	-5.8%

# A portion from further up:
# The line under a structure holds: POLK inh | APEX1 inh | POLB inh | Apoferritin bind | GRP78 ERSR act | LDHA block | Pol eta inh | POLI inh | BLM helicase inh
9) CN(C)c1ccc(C(CNS(=O)(=O)c2ccc([N+](=O)[O-])cc2)N2CCCC2)cc1 (stereo not given)
  -12.3% | -11.2% | x | x | -1.6% | 4.9 | -2.0% | 4.6% | x
10) O=C(CCNS(=O)(=O)c1ccccc1)OCC(=O)c1ccc(Cl)cc1
  -22.8% | 1.1% | x | x | -5.8% | -5.5 | -13.9% | 18.9% | x

# Later entries
# The line under a structure holds: POLK inh | APEX1 inh | POLB inh | Apoferritin bind | GRP78 ERSR act | LDHA block | Pol eta inh | POLI inh | BLM helicase inh
11) Clc1ccc(CON/C=N/c2ncnc3sccc23)cc1
  -15.5% | 7.7% | 13.9% | -17.7% | 0.5% | -5.4 | -8.4% | 1.1% | -6.1%
12) CCNC(=S)N/N=C/c1cccc(/C=N/NC(=S)NCC)c1
  u | 1.0% | -22.1% | -1.8% | 0.0% | -10.6 | -13.5% | 76.0%[activator] | 2.5%
13) COc1ccc2nc(/N=C(\N)NC(=O)Nc3ccccc3)nc(C)c2c1
  16.6% | 1.3% | -8.5% | -14.4% | -0.2% | 3.3 | -1.7% | 17.8% | 72.4%[activator]
14) CCOC(=O)CSc1nc2ccc(NC(=O)COc3ccccc3C)cc2s1
  7.9% | x | -23.3% | 1.8% | 0.8% | -1.2 | -15.8% | 34.1%[activator] | 0.0%
15) CCOc1ccc(NC(=S)NC(=O)c2c(Cl)cnn2CC)c([N+](=O)[O-])c1
  -6.8% | -3.5% | 28.7% | -2.2% | -4.7% | -9.3 | -11.7% | 3.8% | 0.6%
16) CC(C)CCn1nc(C(=O)Nc2nc3c(s2)CCCC3)c2ccccc2c1=O
  -6.0% | 7.9% | 2.7% | 2.8% | -0.1% | -0.6 | -9.3% | -9.2% | -2.2%
17) COc1cccc(CNC(=O)CCC2CCCN(C(=O)c3cccnc3SC)C2)c1 (stereo not given)
  -3.7% | -4.5% | 14.4% | -11.3% | -2.2% | -0.5 | 0.0% | 4.1% | -4.3%
18) Cc1ccc(S(=O)(=O)N(C)c2ccc(C(=O)NCCc3ccccc3)cc2)cc1
  -12.4% | 5.3% | -10.0% | 9.5% | -1.5% | -0.9 | -6.6% | 16.0% | -7.9%
19) Fc1ccc(-c2cc3ncc4c(n3n2)-c2cc(Cl)ccc2OC4)cc1
  4.7% | x | 9.1% | -5.9% | -3.0% | 3.4 | -2.9% | 8.5% | -7.5%
20) COc1ccc(/C=C/c2nc(-c3ccccc3O)n[nH]2)cc1OC
  -19.8% | -5.5% | u | -22.4% | -0.4% | 9.5 | -32.3% | 3.5% | -13.8%
21) Cc1cc2cc(CNC(=O)c3ccc(C)c([N+](=O)[O-])c3)ccc2[nH]1
  -6.6% | u | u | -10.1% | -1.2% | -2.4 | -9.2% | -23.6% | -10.9%
22) O=C(O)CNC(=O)/C(=C\c1cccc([N+](=O)[O-])c1)NC(=O)c1ccco1
  -10.2% | 2.0% | -1.0% | 7.1% | -1.9% | -2.6 | -21.3% | 21.0% | -7.9%
23) C=C(C)COc1ccc(-c2n[nH]c(C)c2-c2ccc(Br)cc2)c(O)c1
  -10.3% | 0.2% | 8.9% | -23.8% | -2.7% | 6.3 | -11.3% | 8.1% | -13.5%
24) COc1ccc2cc(C3=CC(=O)CCC3)ccc2c1
  -8.3% | x | x | x | -0.2% | -6.6 | -8.9% | 78.6%[activator] | x
25) COc1ccc(CC(=O)Oc2ccc(F)c(F)c2)cc1S(=O)(=O)N1CCOCC1
  -1.0% | 14.8% | x | x | -5.0% | 3.1 | -8.6% | -6.9% | x
26) NC(=O)NOCc1cccc(Cl)c1
  -1.9% | 3.2% | -2.9% | -23.4% | -7.9% | -2.4 | -2.5% | 8.5% | -2.1%
27) COc1ccc(C(=O)NCc2ccc3c(c2)cc(C)n3C)cc1
  -8.0% | u | 5.7% | -4.9% | -0.5% | -4.9 | -15.9% | u | -5.4%
28) O=C(Nc1ccc(S(=O)(=O)Nc2ccc(F)cc2)cc1)c1ccc(CN2CCOCC2)cc1
  -8.4% | 8.7% | 3.6% | -10.5% | -6.3% | -2.9 | -9.0% | 11.0% | -4.2%
29) CCOC(=O)c1ccc(NC(=O)CN(c2ccc(C)cc2)S(=O)(=O)c2c(C)nn(C)c2C)cc1
  -10.5% | -6.0% | 18.7% | -7.2% | -3.8% | 4.2 | -8.8% | 14.3% | -11.2%
30) COc1ccccc1NS(=O)(=O)c1ccc2c(c1)CCN2C(=O)CCC(=O)O
  -10.5% | 54.0%[activator] | -1.2% | 0.6% | -3.7% | 0.6 | 3.0% | -7.1% | 1.2%
31) Cc1ccc(NC(=S)N2CCC(C(N)=O)(N3CCCCC3)CC2)c(C)c1
  -13.9% | -1.7% | 0.5% | -3.6% | -4.5% | 0.2 | 5.4% | 26.4% | -3.1%
32) COC(=O)NC(c1cccs1)C(C(C)=O)C(=O)OC (stereo not given)
  x | u | x | 1.4%[15.3 µM] | -5.4% | x | x | x | 1.9%[12.4 µM]
33) COc1ccc(OC)c2sc(N(CCCN(C)C)C(=O)CCS(=O)(=O)c3ccccc3)nc12
  -16.1% | 9.4% | x | x | -13.7% | 4.1 | -4.7% | 22.7% | x
34) CCc1cc(-c2n[nH]c(=S)n2CC)cs1
  -4.0% | 17.1% | 2.6% | -11.5% | -2.7% | -2.6 | -22.8% | 16.3% | -0.2%
35) CC(C)c1ccc(NC(=O)CCNS(=O)(=O)c2ccc3[nH]c(=O)oc3c2)cc1
  -17.6% | 57.9%[activator] | -5.4% | -1.6% | -1.6% | -6.5 | 2.7% | -5.9% | -1.7%
36) CN(CC(=O)Nc1ccccc1Br)C(=O)COc1ccc2ccccc2c1
  0.0% | 11.1% | x | x | 1.8% | -12.5 | -19.2% | 21.6% | x
37) CCOc1ccc(N2C(=O)CSC2c2ccncc2)cc1 (stereo not given)
  -17.4% | 6.7% | -25.5% | 0.2% | -4.8% | -1.1 | 5.8% | 23.7% | 1.2%
38) CC(OC(=O)/C=C/c1ccccc1)C(=O)N1CCc2ccccc21 (stereo not given)
  -15.2% | -17.4% | x | x | -2.9% | -2.3 | -2.9% | 5.7% | x
39) CC(=O)Nc1ccc(Nc2nc(C)c([N+](=O)[O-])c(N(C)c3ccccc3)n2)cc1
  -9.4% | -3.6% | 3.2% | -13.0% | -12.1% | -9.0 | -2.1% | 144.8%[activator] | -8.6%
40) O=c1[nH]c2c(c(=O)[nH]1)CCC2
  17.4% | 3.4% | 44.1% | 1.9% | -1.7% | 1.4 | -11.5% | 13.0% | -1.5%
41) Nc1c(-c2ccccc2)cnn1-c1ccccc1
  -7.1% | -1.6% | 35.5% | 4.9% | -4.5% | -16.3 | -4.7% | 27.1% | 1.0%
42) Cc1ccccc1CSCC(=O)NC1CCCC1
  -8.6% | -3.3% | 13.9% | -10.3% | -2.4% | -5.3 | -18.7% | 16.5% | -1.7%
43) COc1cc(NC(=O)c2ccc(C)cc2C)ccc1NC(=O)c1cc2ccccc2o1
  -5.6% | -1.9% | 2.6% | 3.3% | -3.8% | -13.8 | -5.3% | 29.0% | -7.1%
44) COc1ccc(-c2noc(CCC(=O)N3CCN(Cc4ccccc4)CC3)n2)cc1
  -18.2% | 10.0% | 19.8% | -19.4% | -1.7% | -4.3 | u | 16.2% | -2.3%

# A portion of the library; the hit share may differ from the screen's.
